NPY2 pot ag: potentiators or agonists of human neuropeptide Y receptor Y2; AID 1359; activation, % at 3.6 µM; cells expressing NPY-Y2, potentiator/agonist read-out; hit rate 0.45% among 220,000; in the data active means activation above about 27%;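 further: cells stimulated with NPY near EC25 plus isoproterenol at EC100; 0% = vehicle plus submaximal agonist and 100% = vehicle plus saturating agonist; some results beyond the cut were filed as inactive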
S1P4 antag: antagonists of human S1P4 receptor; hit rate 0.26% among 220,000; S1P4-expressing cells, antagonist mode, reporter read-out; O95977; inhibition, % at 4.98 µM; in the data active means inhibition above about 29%;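 further: 0% = wells stimulated with agonist and 100% = vehicle wells without agonist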
S1P4 ag: agonists of human S1P4 receptor; AID 1509; activation, % at 4.98 µM; O95977; S1P4-expressing cell line, agonist reporter assay; hit rate 0.35% among 220,000; in the data active means activation above about 11%;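 further: 0% = DMSO vehicle and 100% = reference agonist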
eIF4E 4G PPI: blocks eIF4E binding to eIF4G | P63073+Q04637 | TR-FRET eIF4E-eIF4GI(517-606) binding, 2 h | inhibition, % at 21.7 µM | hit rate 0.37% among 220,000;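 active means inhibition above about 30%, limit read from the data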;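 further: 0% = full FRET control wells and 100% = background wells lacking eIF4GI fragment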
EP2 antag: inhibitors of human EP2 prostaglandin E2 receptor; inhibition, % at 25 µM; C6 glioma cells expressing human EP2, cAMP TR-FRET; cells stimulated with saturating PGE2; P43116; hit rate 0.52% among 260,000;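 active means percent inhibition above 40 after rounding to a whole number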;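 further: rat C6 glioma host cells with rolipram phosphodiesterase inhibitor present; the protocol text gives 20 µM as final concentration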
p97 inhibitor: human p97 ATPase inhibition; P55072; recombinant p97 ATPase, Kinase-Glo ATP luminescence, 3 h; inhibition, % at 8 µM; hit rate 0.42% among 220,000; AID 1481; in the data active means inhibition above about 15%;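 further: 0% = DMSO vehicle and 100% = wells lacking enzyme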
Target sequence (P55072 whole entry, looked up): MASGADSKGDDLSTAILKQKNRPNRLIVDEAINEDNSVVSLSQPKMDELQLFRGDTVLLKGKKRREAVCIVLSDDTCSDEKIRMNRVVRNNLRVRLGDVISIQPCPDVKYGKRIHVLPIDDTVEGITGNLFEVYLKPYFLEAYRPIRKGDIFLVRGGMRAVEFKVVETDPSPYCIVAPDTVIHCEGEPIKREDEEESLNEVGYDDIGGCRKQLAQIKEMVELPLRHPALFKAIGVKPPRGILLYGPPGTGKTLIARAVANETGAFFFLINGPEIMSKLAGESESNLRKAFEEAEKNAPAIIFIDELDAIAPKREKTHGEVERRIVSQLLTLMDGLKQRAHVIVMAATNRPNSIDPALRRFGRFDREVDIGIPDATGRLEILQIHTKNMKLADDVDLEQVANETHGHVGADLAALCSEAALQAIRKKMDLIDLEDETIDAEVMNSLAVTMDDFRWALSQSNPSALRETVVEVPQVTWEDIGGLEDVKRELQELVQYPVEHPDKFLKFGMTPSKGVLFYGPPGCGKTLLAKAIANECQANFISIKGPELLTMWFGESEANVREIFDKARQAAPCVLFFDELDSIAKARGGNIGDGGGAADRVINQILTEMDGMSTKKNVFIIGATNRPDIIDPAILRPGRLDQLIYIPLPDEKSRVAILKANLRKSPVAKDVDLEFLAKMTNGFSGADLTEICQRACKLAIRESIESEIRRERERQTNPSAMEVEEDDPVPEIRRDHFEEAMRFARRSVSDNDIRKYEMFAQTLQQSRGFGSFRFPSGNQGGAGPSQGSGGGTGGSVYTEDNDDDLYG
NPY1 pot ag: potentiates or activates human NPY-Y1 receptor; P25929; NPY-Y1 expressing cells, potentiator/agonist activation; activation, % at 3.6 µM; hit rate 0.37% among 220,000; AID 1304; in the data active means activation above about 33%, passing the limit was not always enough;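 further: cells stimulated with NPY at EC10 then isoproterenol at EC100; 0% = low agonist plus stimulus and 100% = saturating agonist plus stimulus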
NPY Y1 blocker: antagonists of human neuropeptide Y receptor Y1 | HEK293-CNG Y1 cells, membrane potential fluorescence; NPY at EC95, then isoproterenol | P25929 | hit rate 1% among 200,000 | inhibition, % at 3.6 µM | AID 1040;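 active means inhibition above the campaign mean inhibition of all tested compounds plus 3 SD, cut at about 20% in these data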;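 further: 0% = DMSO wells given NPY plus isoproterenol and 100% = isoproterenol alone without NPY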
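Test system – HEK293 Y1/CNG channel cell line · Also added – NPY agonist 25 nM, then isoproterenol 1 µM plus Ro 20-1724 25 µM · Compound dosing – one concentration, 3.6 µM, in 0.4% DMSO · Schedule – compound incubation 1 h at room temperature, readout 45 min post-stimulation · Technique – fluorescence, membrane potential probe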
EP2 mod: modulates human prostaglandin E2 receptor EP2 signaling. P43116. AID 940. induction, % at 25 µM. hit rate 0.83% among 260,000. EP2-expressing cells, cAMP HTRF FRET, PGE2 co-stimulation;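 active means compounds whose cAMP rise, as percent of the full-agonist control response, exceeds 60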;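 further: rat C6 glioma line stably carrying human EP2 under a CMV promoter; the protocol text gives 20 µM as final concentration; 100% = response of wells given 1 µM PGE2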
An asterisk follows results filed as active; · = no result given; & = joins results of further samples; [ ] = dose if it differs, or a comment.

SMILES	NPY2 pot ag	S1P4 antag	S1P4 ag	eIF4E 4G PPI	EP2 antag	p97 inhibitor	NPY1 pot ag	NPY Y1 blocker	EP2 mod
O=C(Cc1ccc(Cl)cc1)NC(=S)Nc1ccccc1N1CCOCC1	1	-4	2.4	0	17	9	12	0	22
O=C(NCCCn1ccnc1)C(=O)NCC1OCCCN1S(=O)(=O)c1ccc(F)cc1 (stereo unspecified)	17	7	-2.1	2	5	2	10	-4	29
O=C(CSc1nnc(-c2ccco2)n1-c1ccccc1)NCCc1ccccc1	-13	5	-1.7	·	14	0	-13	4	14
O=C1CC(C(=O)O)S/C(=N\NC(=O)c2ccccc2)N1 (stereo unspecified)	-11	-17	-0.4	-2	1	3	-10	1	22
CC(=O)c1cccc(CN2CCN(Cc3ccc(F)cc3)C(CCO)C2)c1 (stereo unspecified)	12	-22	2.5	-3	6	-3	7	-1	3
O=C(N/N=C/c1cc(Br)cc(Br)c1O)c1cccc(N2CCCC2=O)c1	10	-8	-0.2	-2	14	5	-11	6	-30
CN1CCCC(OC(=O)c2cccc(S(=O)(=O)N3CCCCCC3)c2)C1 (stereo unspecified)	-1	-3	0.9	-3	9	-4	-6	·	-14
O=C(CSc1cccc2cccnc12)N/N=C/c1ccc(F)cc1	-13	-14	-0.9	2	14	-6	7	·	-57
COc1cc(/C=N/NC(=O)c2ccc(CSc3nc4ccccc4[nH]3)cc2)ccc1O	-2	-9	2.5	4	10	2	-36	-5	-97
COc1cccc(NS(=O)(=O)c2ccc3[nH]cc(C(=O)NCCC(C)C)c(=O)c3c2)c1	32	5	2.6	·	18	2	24	-5	·
O=C(Nc1nccs1)c1ccc(CSc2nnnn2-c2ccccc2)cc1	-12	-13	1.7	-8	10	1	-7	2	-15
COc1ccc(C(=O)/C(=C\c2ccco2)N2C=CC=CC2=C(C#N)C#N)cc1	-1	70*	-2.8	2[fluorescence artefact?]	10	5	17	-1	13
CCN1CCN(CCNC(=O)c2ccc(CS(=O)(=O)c3c(Cl)cccc3Cl)o2)CC1	-6	-21	0.0	2	7	-7	6	4	14
O=C(COc1ccccc1)NCC(=O)Nc1ccc(S(=O)(=O)NCc2ccco2)cc1	19	-4	0.7	3	7	5	5	-2	-26
CC(=O)Nc1cccc(-n2nnc(SCC(=O)N(C)c3ccccc3)n2)c1	-7	1	0.3	-3	10	2	-11	·	-24
C=CCc1cccc(CNc2nc3ccccc3n2CCC)c1O	22	7	-3.0	-1	8	-6	5	-4	43
Cc1ccc(CNC(N)=S)cc1	-15	26	-2.0	4	10	-3	-21	0	-8
O=C1CC(=O)C(n2cncn2)C(c2ccc(Cl)cc2)C1 (stereo unspecified)	-1	-5	-0.8	-10	10	9	2	-2	20
COCCCNC(=O)c1ccc2c(c1)ncn2-c1ccccc1OC	15	-7	1.3	2	12	3	26	3	-4
Cn1nnnc1SCC(=O)N(C1CCCCC1)C1CCS(=O)(=O)C1 (stereo unspecified)	-8	24	-0.7	6	3	7	14	-2	12
O=C(Cn1nc(-c2ccccc2)ccc1=O)Nc1ccc(NC(=O)c2ccccn2)cc1	6	11	0.7	24	13&3	0	8	-5	-32&-11
CCn1c(SCC(=O)Nc2cc(C)nn2-c2ccccc2)nnc1-c1cccs1	-6	9	-0.1	0	8	2	8	·	19
Cc1cc(C)n(-c2nc3ccccc3c(=O)n2OC2CCCCC2)n1	12	-26	0.1	-2	9	5	14	-4	13
CCOCCCNC(=S)Nc1ccc2nc(N3CCCC3)cc(C)c2c1	-14	-21	-0.2	1	5	-5	-14	3	-18
CCOc1ccc2nc(NC(=O)C3CCN(S(=O)(=O)c4cnc[nH]4)CC3)sc2c1	12	-25	-1.6	2	12	2	-6	0	4
COc1ccc2c(Cn3cnc4cc([N+](=O)[O-])ccc4c3=O)cc(=O)oc2c1	-26	-3	-0.9	2	16	-1	-20	·	-45
Cc1cc(-c2ccccc2)n2nc(N)nc2n1	4	-7	0.6	-7	6	3	3	·	20
CCCCCCn1c(SCC(C)C)nc2c1c(=O)[nH]c(=O)n2C	9	-24	-0.8	5[fluorescence artefact?]	9	1	3	1	67*
COc1ccc(CCNS(=O)(=O)c2cn(C)c(=O)n(C)c2=O)cc1	-9	-11	-1.3	4[fluorescence artefact?]	12	0	13	4	-2
Cc1ccc(C(=O)OCC(=O)Nc2ccccc2Sc2ccccc2)cc1C	-17	-17	-0.6	-1	7	-2	-16	4	69*
S=C(NC1CCCC1)NC1CCCC1	26	23	1.6	-2	9	2	14	-2	7
CC(=O)Nc1ccc(S(=O)(=O)/N=C2/NC(=O)/C(=C\c3ccco3)S2)cc1	-4	0	-0.6	-2	8	4	-4	0	2
CC1=C(C(=O)Nc2ccccc2C)C(c2cccs2)NC(=S)N1 (stereo unspecified)	0	-18	3.0	7	8	-1	-15	1	15
CC1(C)C2CC=C(/C=N/NC(=O)c3ccc(Cl)cc3)C1C2 (stereo unspecified)	1	-25	2.1	13	5	2	8	-1	-31
NC(=O)CCn1nc(-c2ccc(Cl)cc2)c2ccccc2c1=O	14	4	-1.2	-9	15	4	-5	3	10
Clc1ccc(-c2nnc(-c3cccc4ccccc34)o2)cc1Cl	-5	4	-0.9	-11	7&11	-4	-27	·	8&31

Entries of single compounds, quoted from the list.
Profile of `NC(=O)CCn1nc(-c2ccc(Cl)cc2)c2ccccc2c1=O` = NPY2 pot ag = 14; S1P4 antag = 4; S1P4 ag = -1.2; eIF4E 4G PPI = -9; EP2 antag = 15; p97 inhibitor = 4; NPY1 pot ag = -5; NPY Y1 blocker = 3; EP2 mod = 10
Profile of `Cc1cc(-c2ccccc2)n2nc(N)nc2n1` = NPY2 pot ag = 4; S1P4 antag = -7; S1P4 ag = 0.6; eIF4E 4G PPI = -7; EP2 antag = 6; p97 inhibitor = 3; NPY1 pot ag = 3; NPY Y1 blocker = ·; EP2 mod = 20

(continued)
SMILES	NPY2 pot ag	S1P4 antag	S1P4 ag	eIF4E 4G PPI	EP2 antag	p97 inhibitor	NPY1 pot ag	NPY Y1 blocker	EP2 mod
COc1ccc(CCNC(=O)/C=C/c2ccc(OC)c(S(=O)(=O)N3CCOCC3)c2)cc1	-23	-21	-0.1	-7	3	2	8	·	6
COc1ccc2c(c1)C=C(C(=O)OCc1cccnc1)CO2	-10	-1	-3.6	2	5	0	-14	12	-51
COCCN=C1Sc2nc3cc4c(cc3cc2CN1CC1CCCO1)OCO4 (stereo unspecified)	-7	-8	-0.5	1	9	0	-5	2	3
COCCNC(=O)/C(C#N)=C/c1cc(C)n(C2CCCCC2)c1C	11	-1	0.5	4	5	-2	24	3	-21
COc1ccc(-c2cc(C(F)F)n3ncc(C(=O)N4CCc5ccccc54)c3n2)cc1	-7	-24	0.8	2	12&10	2	3	6	-76&-60
O=C(Nc1ccc(S(=O)(=O)N2CCOCC2)cc1)c1cccnc1	0	9	0.1	6	10	3	1	·	-5
Cc1nn(-c2ccccc2)c(C)c1/C=N/n1cnnc1	1	-20	0.2	-1	10	0	12	0	18
CCN1CCCC1CNC(=O)C(=O)NC (stereo unspecified)	-12	-19	1.1	1	10&5	-1	-11	-1	19&4
COc1cc(NC(=O)CSc2nnc3ccc(-c4ccncc4)nn23)cc(OC)c1	-7	-6	0.9	1	2	-3	-3	-1	-3
CC(C)C(NS(=O)(=O)c1cccc2nsnc12)C(=O)Nc1nccs1 (stereo unspecified)	-11	7	0.0	-1	5	11	5	·	-2
CN(C)c1ccc(/C=c2\sc3n(c2=O)CCCN=3)cc1	11	15	2.2	3[fluorescence artefact?]	24	0	9	9	5
CCNC(=O)CC1SC(=Nc2ccc(C)cc2)NC1=O (stereo unspecified)	8	-11	0.4	15[fluorescence artefact?]	7	1	15	-4	32
CCOC(=O)CCc1c(C)nc2cc(-c3ccccc3OC)[nH]n2c1=O	0	-10	1.6	-1	8	3	9	-1	-3
Cc1ccc(S(=O)(=O)NN=C2CCC(C(C)(C)C)CC2)cc1[N+](=O)[O-] (stereo unspecified)	0	-14	3.0	0[fluorescence artefact?]	10	4	-1	3	14
COc1cc2c(cc1OC)C(c1cccs1)NCC2 (stereo unspecified)	0	-1	-0.4	0[fluorescence artefact?]	9	1	18	1	23
CCS(=O)(=O)c1ccc(C(=O)Nc2cccc(Cl)c2)c(Cl)c1Cl	-3	0	0.8	3	13	3	-9	1	-16
Cc1nn(CC(=O)Nc2ccc3c(c2)nc2n3CCN(C3CCCCC3)C2)c(=O)c2ccccc12	-4	16	0.6	-5	6	10	1	-1	-10
COc1ccc(C2C(C(C)=O)=C(O)C(=O)N2c2ccc(Br)cn2)cc1 (stereo unspecified)	-12	-2	1.7	6	27	-3	-6	10	16
COc1ccc(C(=O)OCC(N)=O)cc1[N+](=O)[O-]	0	-8	-1.5	4	9	2	-9	-1	12
COc1ccc(Cc2nnc(NC(=O)c3c(-c4ccccc4)noc3C)s2)cc1OC	4	-6	-0.6	0	·	5	9	-2	28
Cc1cccc2nc(-c3ccccc3)nc(N3CCC(O)(c4ccc(Cl)cc4)CC3)c12	3	6	5.6	2	2	-3	7	0	4
COc1ccc(NC(=S)N(CCc2c(C)[nH]c3ccc(C)cc23)Cc2cccs2)cc1	-4	4	0.4	-5[fluorescence artefact?]	5	-3	1	1	8
CSCCC(NC(N)=O)C(=O)Nc1cccc(C#N)c1 (stereo unspecified)	0	6	-0.6	3	3	5	-2	-2	-13
c1ccc2c(c1)SCc1nnc(-c3ccncc3)n1-2	10	-2	-2.1	-3	12	4	-3	·	21

Taken from above.
O=C(CSc1cccc2cccnc12)N/N=C/c1ccc(F)cc1 in EP2 mod → -57
O=C1CC(=O)C(n2cncn2)C(c2ccc(Cl)cc2)C1 (stereo unspecified) in EP2 antag → 10
Cc1nn(-c2ccccc2)c(C)c1/C=N/n1cnnc1 in NPY Y1 blocker → 0

Continuation:
SMILES	NPY2 pot ag	S1P4 antag	S1P4 ag	eIF4E 4G PPI	EP2 antag	p97 inhibitor	NPY1 pot ag	NPY Y1 blocker	EP2 mod
COc1ccccc1COCC(O)CNCC1(N2CCCCC2)CCCCC1 (stereo unspecified)	-13	-5	1.4	4	6	-4	-21	13	26
Cc1cc(C)nc(N/N=C/C=C/c2ccccc2)n1	-2	5	1.8	4[fluorescence artefact?]	9	1	3	2	-15
O=C(OCC(=O)N1CCCc2ccccc21)c1cnc(Cl)c(Cl)c1	19	7	1.5	2	7	2	49*	-1	13
O=C(Cc1ccc(F)cc1)NCC1CCCO1 (stereo unspecified)	-11	-1	1.2	-2	13	0	7	2	-18
O=C(CCC1CCCCC1)NCc1ccncc1	18	-23	-1.0	-12	3	3	-9	2	-2
C/C(=N\NC(=O)C(N)=O)c1cccc([N+](=O)[O-])c1	1	-3	-0.3	1	6	2	-2	-2	4
Cc1nn(Cc2ccc(Cl)cc2)c(C)c1NC(=O)c1cc(-c2ccco2)on1	-4	6	-0.7	6	·	5	32	1	-25
C=CCN1C(=O)/C(=C\c2ccc(Cl)cc2)N=C1SCC(=O)NC1CCCCC1	8	-10	-0.1	3	10	1	-29	-2	12
CCc1ccccc1Nc1cc(C(=O)NCc2ccccn2)c2ccccc2n1	-3	-16	-0.9	0	5	-5	11	5	-40
CCOC(=O)c1ccc(N2C(=O)CC(N3CCN(C(=O)c4ccccc4)CC3)C2=O)cc1 (stereo unspecified)	4	11	0.2	4	5	4	-1	6	26

A portion of the library; count on the stated rates, not on these rows.
